KLK5 inh: human KLK5 protease inhibitors, primary screen, biochemical, 1536-well; Kallikrein-5 (Homo sapiens), Q9Y337; recombinant hK5, fluorogenic AMC substrate cleavage; inhibition, % at 5 µM; hit rate 0.59% among 210,000; AID 873, 2007;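 active = inhibition of 40% or more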;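 note: 0% = enzyme controls without compound and 100% = no-enzyme blanks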
Target sequence (Q9Y337 67-293 limits assumed): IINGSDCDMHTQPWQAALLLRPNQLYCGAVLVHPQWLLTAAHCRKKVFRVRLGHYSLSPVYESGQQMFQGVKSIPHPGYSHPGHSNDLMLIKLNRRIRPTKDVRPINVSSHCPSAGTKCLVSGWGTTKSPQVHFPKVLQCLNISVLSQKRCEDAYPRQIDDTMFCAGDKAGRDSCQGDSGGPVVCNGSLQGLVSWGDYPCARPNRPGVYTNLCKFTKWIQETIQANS
thrombin 1536: human alpha-thrombin inhibitors, primary screen, counter-screen for coagulation protease inhibitor project, biochemical, 1536-well, fluorogenic AMC substrate; Prothrombin (Homo sapiens), P00734; Boc-VPR-AMC fluorogenic substrate cleavage; inhibition, % at 5 µM; hit rate 0.26% among 220,000;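 active = inhibition at or above 40%; inactive = inhibition below 40%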;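 note: 0% = enzyme with no compound and 100% = wells without enzyme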
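Material: human alpha-thrombin enzyme / Medium: pH 7.5 Tris (50 mM) with NaCl 150 mM, Tween 20 0.05% / Compound: single-point dosing at 5 µM, 0.2% DMSO / Incubation: enzyme reaction carried out at room temperature / Detection: AMC fluorescence, 355/460 nm / Read-out basis: percent inhibition scaled between no-compound controls and no-enzyme blanks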
p97 inhibitor: inhibitors of human p97 ATPase, primary screen, biochemical; Transitional endoplasmic reticulum ATPase (Homo sapiens), P55072; recombinant p97 ATPase, Kinase-Glo ATP luminescence, 3 h; inhibition, % at 8 µM; hit rate 0.42% among 220,000; in the data active = inhibition above about 15%;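 note: 0% = DMSO vehicle and 100% = wells lacking enzyme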
Target sequence (P55072 whole entry, looked up): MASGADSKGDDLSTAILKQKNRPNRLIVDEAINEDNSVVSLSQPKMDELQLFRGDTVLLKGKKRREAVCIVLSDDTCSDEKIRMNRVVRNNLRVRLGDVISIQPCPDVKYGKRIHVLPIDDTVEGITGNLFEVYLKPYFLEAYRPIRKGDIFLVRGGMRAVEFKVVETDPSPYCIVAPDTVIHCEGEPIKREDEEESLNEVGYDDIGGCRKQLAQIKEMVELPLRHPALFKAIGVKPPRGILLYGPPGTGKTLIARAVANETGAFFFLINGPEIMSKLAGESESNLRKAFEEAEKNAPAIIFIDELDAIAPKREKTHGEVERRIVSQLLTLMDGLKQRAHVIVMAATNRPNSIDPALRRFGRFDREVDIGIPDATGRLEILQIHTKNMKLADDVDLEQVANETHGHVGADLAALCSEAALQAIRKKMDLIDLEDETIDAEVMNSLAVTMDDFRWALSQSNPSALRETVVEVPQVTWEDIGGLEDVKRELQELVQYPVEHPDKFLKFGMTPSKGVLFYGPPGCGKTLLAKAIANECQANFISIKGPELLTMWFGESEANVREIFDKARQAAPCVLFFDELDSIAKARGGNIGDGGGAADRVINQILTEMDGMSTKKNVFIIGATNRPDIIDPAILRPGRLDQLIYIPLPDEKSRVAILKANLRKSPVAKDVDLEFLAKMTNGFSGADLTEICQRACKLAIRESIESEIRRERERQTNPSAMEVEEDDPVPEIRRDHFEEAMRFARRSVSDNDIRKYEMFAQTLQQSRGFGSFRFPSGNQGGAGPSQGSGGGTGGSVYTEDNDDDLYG
PERK inhibitor: block of dimerizer-induced PERK translation repression, primary screen, PERK inhibitor project, CHO PERK-DD cells, SEAP luminescence, HTS; Eukaryotic translation initiation factor 2-alpha kinase 3 (Homo sapiens), Q9NZJ5; CHO PERK-DD fusion, SEAP luminescence translation reporter; inhibition, % at 5.6 µM; hit rate 0.17% among 220,000; AID 1416, 2008;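 active = inhibition above the mean inhibition of all tested compounds plus 3 SD, set separately per screening campaign, cut at about 2.9% in these data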;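 note: PERK kinase domain activated by AP20187 dimerizer at 100 nM; 0% = DMSO with dimerizer and 100% = rapamycin at 8.4 µM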
Wee1 degr inh: Wee1 degradation inhibitors, primary screen, cell-based, HeLa, Wee1K328M-luciferase, luminescence; AID 1321, 2008; reporter increase, % at 5 µM; HeLa Luc-Wee1K328M stability; 100% = proteasome inhibitor MG132 effect; hit rate 1.2% among 220,000; Wee1-like protein kinase (Homo sapiens), P30291;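 active = activation above the mean of all tested compounds plus 3 SD, set per screening run, cut at about 8.8% in these data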;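 note: cells exposed to compound for 20 h before luminescence read; 0% = DMSO alone and 100% = MG132 at 30 µM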
Cl transport mod: KCC2 cotransporter modulators, thallium flux, primary screen, cell-based, HEK293 KCC2, FluoZin-2 fluorescence, MLSMR; Solute carrier family 12 member 5 (Homo sapiens), Q9H2X9; KCC2 cells, thallium flux FluoZin-2 fluorescence; B-score of Tl+ flux slope (higher = more flux/activation; lower = inhibition) at 10 µM; hit rate 2.2% among 190,000;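 active = thallium flux slope and its plate-corrected score both differing from the plate sample mean at a set confidence after two filtering rounds, in either direction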;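 note: slope of fluorescence scaled to starting intensity during 10 to 20 s after thallium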
FXIa inh 1536: human FXIa protease inhibitors, primary screen, biochemical, 1536-well. purified FXIa, Boc-Glu-Ala-Arg-AMC fluorogenic substrate. Coagulation factor XI (Homo sapiens), P03951. inhibition, % at 5 µM. AID 798, 2007. hit rate 0.14% among 220,000;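 active = inhibition of at least 40%; inactive = inhibition below 40%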;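 note: fluorescence of freed AMC excited at 355 nm; 0% = enzyme without compound and 100% = no enzyme blank; many of its hits are not listed in these tables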
Furin inhibitor: human furin inhibitors, primary screen, biochemical, fluorescence intensity; P09958; purified furin, fluorogenic substrate cleavage; inhibition, % at 30 µM; hit rate 0.061% among 220,000; in the data active = inhibition above about 25%; note: inactives centre near -15
FXIIa inh: human FXIIa protease inhibitors, primary screen, biochemical, 1536-well; AID 800, 2007; hit rate 0.3% among 220,000; purified FXIIa, Boc-QGR-AMC fluorogenic substrate, 2 h; Coagulation factor XII (Homo sapiens), P00748; inhibition, % at 5 µM; in the data active = inhibition above about 40%;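 note: 0% = enzyme with no compound and 100% = blank without enzyme; many of its hits are not listed in these tables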
* hit, by the source's call; · = no result given; [ ] = another dose, or the depositor's remark.

SMILES	KLK5 inh	thrombin 1536	p97 inhibitor	PERK inhibitor	Wee1 degr inh	Cl transport mod	FXIa inh 1536	Furin inhibitor	FXIIa inh
Cc1ccc(NC(=O)N[C@H](C(=O)O)C(C)C)c(C)c1	3	0	1	1.4	0	0.33	3	-24	14
CC(/C=N/NC(=O)c1cc(-c2ccc3ccccc3c2)n[nH]1)=C\c1ccco1	-10	0	2	-0.1	6	0.11	6	-4	10
O=C(CC1SCCNC1=O)Nc1cccc(Cl)c1 (stereo unspecified)	5	4	3	0.4	-1	-0.45	5	-15	18
CC(C)Cc1nnc(NC(=O)Cc2ccc([N+](=O)[O-])cc2)s1	-10	-13	2	1.0	-2	0.26	8	-18	15
COc1ccc(-c2cc(C(F)(F)F)nc(N3CCCCCC3)n2)cc1	-2	-1	4	-0.3	-1	·	-9	-25	-1
CCOC(=O)Cc1csc(NC(=O)CCCC(=O)O)n1	-4	-8	5	2.2	-2	0.23	-2	-6	0
CCCSc1nnc(CSc2nc3ccccc3s2)n1-c1ccccc1	1	4	-2	-0.9	-1	-2.4	12	-14[20 µM]	16
Cc1ccc(C2CC(C(F)(F)F)n3nc(C(=O)NCC4CCCO4)cc3N2)cc1 (stereo unspecified)	7	-1	8	-0.8	6	-4.2*	2	-20	8
Cc1ccc(C(=O)NCCc2ccc(S(=O)(=O)N3CCCC3)cc2)cc1	-5	1	-1	-0.2	-1	0.71	-4	-17	5
Cc1sc(N(C(=O)CCc2ccccc2)c2ccc(C(=O)O)cc2)nc1-c1ccccc1	·	-4	1	0.1	-1	-2.4	-1	-17	7
CCOC(=O)Cc1c(C)nc2cc(-c3ccc(C(C)(C)C)cc3)[nH]n2c1=O	-33	-4	2	0.5	6	·	-5	-14[20 µM]	11
CC1=Nc2ccccc2N=C(NC(=O)CSc2nnnn2-c2ccccc2)C1c1ccccc1 (stereo unspecified)	-3	-2	11	-1.2	-1	-1.8	0	-27[20 µM]	12
CC1CCCN(C(=O)CSc2nc3ccccc3o2)C1 (stereo unspecified)	3	-3	-1	-0.2	4	0.14	-5	-18[20 µM]	-11
COc1ccc(NC(=O)C(Sc2nnc3ccccn23)c2ccccc2)cc1Cl (stereo unspecified)	-1	-5	2	-0.1	-4	0.18	8	-18	3
CC(C)CNS(=O)(=O)c1cc(C(=O)O)c(Cl)cc1Cl	-1	-2	-1	0.2	2	0.68	-1	-14	8
Cc1ccc(OCCCC(=O)NCc2ccco2)c(C)c1	-7	5	3	0.2	3	0.52	-5	-3	7
O=C(CCCN1C(=O)CCC1=O)Nc1ccc2c(c1)OCO2	-6	4	6	-1.3	2	0.33	6	-3[20 µM]	9
CC(C)[C@H](NC(=O)C1CCCC1)c1nc2ccccc2[nH]1	-2	-6	0	0.9	0	1.3	-3	-30	·
CCCCC(=O)N(c1ccc(OC)cc1)C1C=CS(=O)(=O)C1 (stereo unspecified)	-29	-11	2	0.5	1	-1.7	-5	-29[20 µM]	-10
CC(C)(C)NC(=O)/C(=C/c1ccccc1F)NC(=O)c1ccc([N+](=O)[O-])cc1	-2	·	4	-0.4	15*	0.069	1	-26	4
CCc1cccc(Oc2nn[nH]n2)c1	77*	20	-1	0.4	-2	·	9	-11[20 µM]	16
O=C(O)c1cc2c(s1)-c1ccccc1CC2	-30	-6	8	0.6	-2	-0.52	-1	-167	-2
CCn1cc(/C=N\NC(=O)c2ccc(F)cc2)cn1	-7	-6	4	0.6	0	0.15	7	-11	11
COc1ccccc1C(O)(C(=O)NN(C)c1ccccc1)c1ccccc1OC	-8	-5	-1	-0.4	3	0.35	0	-22	7
CC(C)(C)SCCNC(=O)CN(c1ccccc1)S(=O)(=O)c1ccc(F)cc1	·	1	1	-0.3	0	·	0	-17	5
Clc1cccc(CN2CCN(Cc3nc(CCc4ccccc4)no3)CC2)c1	·	1	-1	0.6	0	·	4	-28	8
CCOC(=O)c1cc(C)sc1NC(=O)C1CCC1	6	2	0	1.4	1	-0.55	4	2[20 µM]	7
OCCc1ccc(-c2ccc(Cl)cc2)o1	-2	1	1	1.6	-2	0.64	-2	-21[20 µM]	11
COc1ccc(-c2cc3n(n2)CCc2nc4ccccc4n2-3)cc1	16	-9	-9	-1.9	-3	0.52	-4	0[20 µM]	-3
COc1ccccc1NC(=S)Nc1ccc2cn[nH]c2c1	-7	-4	8	0.1	1	-1	-3	-25	2
Cc1ccc(S(=O)(=O)/N=C2/NC(=O)/C(=C/c3ccncc3)S2)cc1	0	-6	6	-0.3	3	-0.84	6	-28	6
Cc1cccc(NC(=O)CCC(=O)OCc2ccc(Br)cc2)c1	-6	-1	12	1.6	4	0.087	4	-23	13
COc1ccc(-c2nnc(-c3cc4c(ccc5ccccc54)oc3=O)o2)cc1	-4	-8	4	1.8	-1	-0.48	-10	-19[20 µM]	-24
CCCn1c(N)c(NCCN2CCOCC2)c(=O)n(CC(=O)NCc2ccccc2)c1=O	-4	-8	4	0.4	0	0.64	-2	-10	3
Cc1cc(Cl)c(S(=O)(=O)NCC2CCCO2)cc1OCC(=O)NC1CCCCC1 (stereo unspecified)	5	1	-1	-0.3	0	0.52	9	-16[20 µM]	14
O=S(=O)(c1ccc(F)cc1)N1CCC(N2CCN(c3ccccc3)CC2)CC1	·	·	1	0.7	-1	·	·	-8[20 µM]	·
C/C(=N\NC(=O)c1cccnc1)c1nnn(-c2nonc2N)c1C	-6	-9	6	0.3	-1	0.089	0	-24	-7
CCn1nc(C)c(/C=N\NC(=O)c2cccc(OC)c2)c1C	-11	0	3	1.2	1	0.43	20	-21	29
Cn1nc2c(c1C(=O)N1CCCC(C(=O)c3cc(F)ccc3F)C1)CCCC2 (stereo unspecified)	·	-2	2	0.0	-2	-0.19	4	-17	9
O=C(Nc1ccc(NC(=O)C2CCCCC2)cn1)c1ccco1	-10	-17	-4	0.5	4	1.2	-10	-9	8
CC(=O)c1c(C)n([O-])c2cc(C)ccc2[n+]1=O	2	5	0	1.3	0	0.66	-2	-16	19
COc1cc(/C=C2\SC(=S)N(Nc3ncc(C(F)(F)F)cc3Cl)C2=O)ccc1O	1	-6	2	-0.1	-2	-0.65	-7	-7[20 µM]	-21
COc1cc(/C=c2\s/c(=C(/C#N)C(=O)N3CCCC3)n(-c3ccccc3)c2=O)ccc1O	0	0	3	-0.5	-2	-2.1	0	-29	10
Cc1cc(=O)oc2cc(OCC(=O)OCC(=O)NCCc3ccccc3)ccc12	-11	-13	5	0.8	-2	-0.66	-4	-29	-9
CCOC(=O)c1ccc(S(=O)(=O)N(CCO)Cc2cc3cc(OC)c(OC)cc3[nH]c2=O)cc1	0	-2	4	0.6	1	·	2	-4	11
Cc1ccc(N2C(=O)CC(N3CCN(c4ccccn4)CC3)C2=O)cc1 (stereo unspecified)	-1	-6	4	0.7	1	-0.095	-2	-22	6
O=C(NCC1CCCO1)c1onc(CSc2ccccc2F)c1C(=O)O (stereo unspecified)	-34	-4	-3	1.0	0	0.013	19	-11[20 µM]	22
O=C(Nc1ncc(Cc2ccccc2)s1)c1cccs1	-15	0	3	-0.6	9.0*	-0.68	34	-14	42*
COc1cnc(-c2ccccc2)nc1Oc1ccc(Cl)cc1C	-1	-3	-1	-0.4	4	0.02	-2	-19	8
CC(C)N(C(=O)Cn1c(-c2ccccc2Cl)nc2ccccc21)c1ccccc1	-9	-2	-4	-1.2	2	-0.31	9	-14	9
COc1ccc(C)cc1NC(=O)c1nnn(Cc2cccc(C(F)(F)F)c2)c1N	-2	6	3	1.5	0	-0.35	-3	-31	2
O=C(Nc1cccn(Cc2c(Cl)cccc2Cl)c1=O)C1CC1	6	-1	1	0.3	3	4.1	2	-17	10
O=C(CCc1ccc(Oc2cc([N+](=O)[O-])cc([N+](=O)[O-])c2)cc1)Nc1cccc(Cl)c1	-7	3	5	0.5	5	0.27	10	-12	14
Cc1cc(Br)c(S(=O)(=O)n2nnc3ccccc32)cc1C	4	5	4	2.8	2	0.69	4	-11[20 µM]	0
O=C(N/N=C(\CC(=O)c1cccs1)C(F)(F)F)c1cccnc1	33	16	-5	0.3	-1	0.52	15	-13	32
CCCn1nnnc1SCC(=O)Nc1sc(C)c(C)c1C#N	3	-3	-5	-0.9	5	-1.3	0	-21	4
CN(C)CCNC(=O)C(=O)NCC1OCCN1S(=O)(=O)c1ccc2c(c1)OCCO2 (stereo unspecified)	2	-3	-5	-0.9	1	0.12	-2	-12	2
Cc1ccccc1NC(=O)NC1(C(=O)N2CCCC2)CCCCC1	2	-4	8	0.8	-3	-0.9	-1	-25	12
COc1ccc(-n2cc(CN3CCCC3)c(-c3cccc(F)c3)n2)cc1	·	-1	5	0.7	0	-0.011	1	-18	7
Cc1ccc2nc(-c3ccc(N4C(=NC(=O)CCC(=O)O)SC5CS(=O)(=O)CC54)cc3)sc2c1 (stereo unspecified)	-42	-4	4	0.1	2	0.62	18	-10	7

Among those listed so far, 2 have bromine:
SMILES	KLK5 inh	thrombin 1536	p97 inhibitor	PERK inhibitor	Wee1 degr inh	Cl transport mod	FXIa inh 1536	Furin inhibitor	FXIIa inh
Cc1cccc(NC(=O)CCC(=O)OCc2ccc(Br)cc2)c1	-6	-1	12	1.6	4	0.087	4	-23	13
Cc1cc(Br)c(S(=O)(=O)n2nnc3ccccc32)cc1C	4	5	4	2.8	2	0.69	4	-11[20 µM]	0

Continued:
SMILES	KLK5 inh	thrombin 1536	p97 inhibitor	PERK inhibitor	Wee1 degr inh	Cl transport mod	FXIa inh 1536	Furin inhibitor	FXIIa inh
COCCn1c(=NC(=O)c2ccco2)sc2cc(C(=O)OC)ccc21	-7	-1	2	0.6	-1	0.21	8	-7	10
CCOC(=O)c1sc(=NC(=O)c2ccc(C)c(C)c2)n(C)c1C	1	-9	7	0.7	3	1.5	-1	-28	7
COc1cc(NC(=O)COC(=O)/C=C/c2ccc(OC)c(OC)c2)cc(OC)c1	-4	-1	0	0.6	1	-0.14	-3	-6	8
O=C(O)c1ccc(Sc2nnc3ccccn23)c([N+](=O)[O-])c1	-8	-6	9	1.8	2	0.71	4	-12	5
CCCOc1ccc(C(O)C(CN2CCOCC2)c2ccccc2)cc1 (stereo unspecified)	-10	1	-2	-1.1	3	-0.33	6	-2[20 µM]	19
CN1CCN(Cc2cn(C)nc2-c2ccccc2F)CC1c1ccccc1 (stereo unspecified)	·	-1	5	1.5	3	0.23	0	-23	8
Cn1nc(C(=O)NC2CCCCCC2)ccc1=O	-17	0	0	-0.5	-1	·	9	-10[20 µM]	13
CCOC(=O)C1=C(CN2CCc3ccccc32)NC(=O)NC1c1cc(C)ccc1C (stereo unspecified)	·	·	1	-0.2	-3	·	·	-11[20 µM]	·
CS(=O)(=O)N(C(=O)NC(=O)NC12CC3CC(CC(C3)C1)C2)C1CCCCC1	-21	-6	-4	-0.6	-1	-0.42	-7	-20	-2
